# PERK inhibitor: block of dimerizer-induced PERK translation repression, primary screen, PERK inhibitor project, CHO PERK-DD cells, SEAP luminescence, HTS; hit rate 0.17% among 220,000; Eukaryotic translation initiation factor 2-alpha kinase 3 (Homo sapiens), Q9NZJ5; CHO PERK-DD fusion, SEAP luminescence translation reporter; inhibition, % at 5.6 µM;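 active = inhibition above the mean inhibition of all tested compounds plus 3 SD, set separately per screening campaign, cut at about 2.9% in these data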;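 note: PERK kinase domain activated by AP20187 dimerizer at 100 nM; 0% = DMSO with dimerizer and 100% = rapamycin at 8.4 µM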
# Runt-SMMHC FRET: inhibitors of RUNX1 Runt–CBFb-SMMHC binding, primary screen, biochemical, FRET, Cerulean-Runt, Venus-CBFb-SMMHC, uHTS; inhibition, % at 20 µM; Cerulean-Runt/Venus-CBFb-SMMHC FRET ratio 530/480, 1 h; AID 1434, 2008; Runt-related transcription factor 1 (Homo sapiens) + Core-binding factor subunit beta …; hit rate 0.74% among 220,000;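 active = mean inhibition across duplicate retests at 20 µM reaching about 50%, limit read from the data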;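 note: 0% = DMSO wells and 100% = wells with excess untagged CBFb-SMMHC; inhibitors lower the FRET ratio by blocking Runt binding to CBFb-SMMHC; some results filed as inactive read as strong as hits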
# Target sequence (Q01196 whole entry, looked up): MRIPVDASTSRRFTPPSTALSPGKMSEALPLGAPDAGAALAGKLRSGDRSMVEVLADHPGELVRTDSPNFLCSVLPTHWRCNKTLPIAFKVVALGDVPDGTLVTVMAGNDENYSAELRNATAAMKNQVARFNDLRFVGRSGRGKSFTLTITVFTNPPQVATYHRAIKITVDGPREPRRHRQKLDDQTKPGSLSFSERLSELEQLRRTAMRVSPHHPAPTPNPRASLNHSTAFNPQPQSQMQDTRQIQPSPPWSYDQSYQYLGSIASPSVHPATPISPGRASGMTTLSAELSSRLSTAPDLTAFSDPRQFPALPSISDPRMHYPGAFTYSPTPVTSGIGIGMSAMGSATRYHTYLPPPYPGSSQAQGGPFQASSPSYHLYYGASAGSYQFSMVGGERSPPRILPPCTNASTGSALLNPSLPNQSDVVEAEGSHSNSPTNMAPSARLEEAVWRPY
# Target sequence (Q13951 whole entry, looked up): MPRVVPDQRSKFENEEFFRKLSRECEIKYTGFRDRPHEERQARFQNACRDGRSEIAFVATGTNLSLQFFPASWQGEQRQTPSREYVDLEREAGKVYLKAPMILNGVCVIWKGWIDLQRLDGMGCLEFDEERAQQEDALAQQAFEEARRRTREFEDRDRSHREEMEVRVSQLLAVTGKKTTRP
# TNF death inh: inhibitors of TNF-alpha triggered necroptosis, primary screen, cell-based, Jurkat FADD-/-, single concentration | Jurkat FADD-/- TNF necroptosis rescue, ATP luminescence, 24 h; 0 = TNF only, 100 = no-TNF cells | activation (protection from cell death), % at 10 µM | hit rate 0.068% among 220,000 | AID 463075, 2010;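 active = activation, meaning protection from cell death, of at least 50% relative to plate controls; inactive = activation below 50%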;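 note: necroptosis triggered by 40 ng/mL TNF-alpha added together with compound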
# RBBP9 inh: human RBBP9 inhibitors, primary screen, biochemical, fluorescence polarization, FP-Rh probe, HTS | hit rate 0.2% among 220,000 | AID 1515, 2009 | Serine hydrolase RBBP9 (Homo sapiens), O75884 | recombinant RBBP9 | inhibition, % at 7.94 µM;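 active = inhibition above the campaign mean of all tested compounds plus 3 SD, cut at about 14% in these data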;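 note: plate controls were DMSO wells with RBBP9 for no effect and wells lacking RBBP9 protein for full effect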
# Target sequence (O75884 whole entry, looked up): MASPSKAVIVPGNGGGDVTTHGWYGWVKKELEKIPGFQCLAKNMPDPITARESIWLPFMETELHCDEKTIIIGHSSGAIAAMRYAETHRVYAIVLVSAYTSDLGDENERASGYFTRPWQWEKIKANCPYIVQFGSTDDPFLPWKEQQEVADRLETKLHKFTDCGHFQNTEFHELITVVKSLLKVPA
#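 System: RBBP9 protein / Quantity: 2.5 µM RBBP9 dispensing solution, before mixing / Also added: Serine-hydrolase probe FP-Rh, 375 nM pre-mixing / Dosing: 7.94 µM single dose, 0.794% DMSO / Timing: enzyme-compound preincubation 30 min, then probe labeling 45 min, 25 °C / Signal: FP readout at 525/598 nm / Controls: DMSO-treated enzyme wells and wells lacking RBBP9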
# EP2 mod: EP2 receptor modulators, cAMP readout, primary screen, cell-based, HTRF cAMP, PGE2 stimulation | Prostaglandin E2 receptor EP2 subtype (Homo sapiens), P43116 | EP2-expressing cells, cAMP HTRF FRET, PGE2 co-stimulation | induction, % at 25 µM | hit rate 0.83% among 260,000;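 active = compounds whose cAMP rise, as percent of the full-agonist control response, exceeds 60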;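 note: rat C6 glioma line stably carrying human EP2 under a CMV promoter; the protocol text gives 20 µM as final concentration; 100% = response of wells given 1 µM PGE2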
# Runt-CBFb FRET: inhibitors of RUNX1 Runt–CBFb binding, primary screen, biochemical, FRET, Cerulean-Runt, Venus-CBFb, uHTS; Cerulean-Runt/Venus-CBFb FRET ratio 530/480, 1 h; inhibition, % at 20 µM; hit rate 0.46% among 220,000;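 active = inhibition over about 50% at 20 µM in the single-dose screen, limit read from the data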;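 note: 0% = DMSO wells and 100% = excess unlabeled CBFb competitor control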
#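 test system = Cerulean-tagged RUNX1 Runt domain (FRET donor) fusion protein | reagent = Venus-CBFb binding partner, 100 nM | incubation = protein complex preformed 1 h, compound exposure 1 h, room temperature, dark | detection = FRET fluorescence | read-out basis = loss of energy transfer signal | controls = 5 µM unlabeled CBFb as full-inhibition high control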
# PGE2 EP2 inh: human EP2 receptor antagonists, primary screen, TR-FRET cAMP, C6 glioma cells. hit rate 0.52% among 260,000. C6 glioma cells expressing human EP2; cells stimulated with saturating PGE2. inhibition, % at 25 µM. Prostaglandin E2 receptor EP2 subtype (Homo sapiens), P43116. AID 1422, 2008;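 active = percent inhibition above 40 after rounding to a whole number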;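 note: rat C6 glioma host cells with rolipram phosphodiesterase inhibitor present; the protocol text gives 20 µM as final concentration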
# L929 necroptosis: inhibitors of zVAD-triggered necroptosis, primary screen, L929 cells; L929 zVAD necroptosis rescue, ATP luminescence, 24 h; with zVAD 60 µM; hit rate 0.38% among 220,000; AID 1377, 2008; viability rescue, % at 10 µM;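 active = activation, scaled between plate controls, above about 75%, limit read from the data; inactive = activation under that limit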;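 note: 0% = zVAD with DMSO and 100% = DMSO alone without zVAD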
# Hck-Nef inh: inhibitors of Nef-activated human Hck kinase, primary screen, biochemical, Z-Lyte FRET, 384-well, Hck-YEEI; AID 463187, 2010; hit rate 0.68% among 220,000; Recombinant Hck-YEEI plus Nef, Z-Lyte FRET kinase assay; inhibition, % at 20 µM;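 active = Hck-Nef kinase inhibition above about 50%, limit read from the data; inactive = inhibition below that limit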;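 note: 0% = DMSO with Hck plus Nef and 100% = Hck alone without Nef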
# * marks the source's active call; other numbers are inactive results; nt = not tested or not shown; & = joins results of further samples. The list is partial; rates above refer to the full screens.
SMILES,PERK inhibitor,Runt-SMMHC FRET,TNF death inh,RBBP9 inh,EP2 mod,Runt-CBFb FRET,PGE2 EP2 inh,L929 necroptosis,Hck-Nef inh
CCOC(=O)Cc1nnc(NC(=O)CSc2nnc3c4ccccc4n(C)c3n2)s1,-0.5,-4,-2.4,-7,16,1,8,-0.2,2
CCOC(=O)c1ccccc1NC(=O)c1ccc(Cl)c(S(=O)(=O)N2CCOCC2)c1,0.7,nt,1.5,-8,nt,nt,nt,-0.2,0
CCCCCOc1ccc(C2NC(=O)NC2=O)cc1 (stereo not drawn),0.9,4,-0.1,-1,12,2,12,1.8,16
CCC(C)(C)n1nnnc1C(C(C)C)N(CCN1CCOCC1)Cc1cc2cccc(C)c2[nH]c1=O (stereo not drawn),-0.8,-1,-1.4,-7,3&29,-3,13&7,0.0,-1
CC(C)c1ccc(C(CC(=O)O)NC(=O)c2cccs2)cc1 (stereo not drawn),0.8,-6,0.6,-4,26,1,15,3.0,18
Cc1cc(C)nc(NC(=NCCc2c[nH]c3ccccc23)NC(=O)Nc2cccc([N+](=O)[O-])c2)n1,1.3,-1,-3.3,8,0,0,10,3.4,6
CCCCc1nc2ccccc2c(=O)n1NC(=O)c1c(O)c2ccccc2n(C)c1=O,-0.1,nt,-1.2,-9,14,nt,13,30,23
COc1ccc(CCNC(=O)CC2SC(=NCc3ccccc3)NC2=O)cc1 (stereo not drawn),-0.1,-2,0.5,1,-31,-1,1,1.1,23
Cc1cc(C(=O)Nc2ccccn2)cs1,-0.1,2,-1.4,-3,22,-1,0,0.2,-4
CN(C)S(=O)(=O)N1CCN(C(=O)N2CCCCC2)CC1,0.9,0,-0.4,-11,8,-1,12,0.2,2
Cc1nnc(N2CCOCC2)c2nn(-c3ccccc3)c(C)c12,-1.1,1,-0.5,-8,27,0,8,0.5,-2
O=C(CSc1nc2cc(S(=O)(=O)N3CCOCC3)ccc2o1)Nc1c(F)cccc1F,1.5,0,-0.5,3,26,9,7,1.8,29
CCOC(=O)CSc1ncc(OC)c(Sc2ccc(OC)cc2)n1,-0.1,-2,-5.6,3,37,0,10,-0.1,1
COc1cc(/C=N/N=C2/NC(=O)C(CC(=O)O)S2)ccc1OCc1ccc(Cl)cc1 (stereo not drawn),0.5,0,1.8,-2,-3,-2,8,1.3,0
COc1ccc(/C=N/NC(=O)C2C3CCCCC32C)cc1OC (stereo not drawn),-0.4,-4,1.6,7,-36,2,2,24,-5
Cc1cc(C)c2c(=O)[nH]c(SCC(=O)c3ccc(C)c(C)c3)nc2n1,0.7,-5,1.7,-7,11,-2,8,0.4,12
COc1ccc(OC)c(C(c2nnnn2CC2CCCO2)N2CCN(C)CC2)c1 (stereo not drawn),-1.3,-1,-0.3,-5,10,-2,20,0.5,2
O=C1c2cccc3cccc(c23)C(=O)N1Cc1ccccc1,0.1,2,1.5,-7,-2,-2,5,-1.3,10
CCOc1ccc(OCC(=O)N2CCOCC2)cc1,1.1,2,-0.9,5,36,0,4,0.1,-4
COc1cc(C2CC(C(F)(F)F)n3ncc(C(=O)O)c3N2)cc(OC)c1OC (stereo not drawn),-0.8,0,0.2,-8,11,1,4,1.4,0
CCOCC(=O)Nc1sc2c(c1C(=O)OCC)CCCC2,0.5,-5,-1.3,3,53,-9,nt,0.8,6
Cn1c(=O)c2ncn(CC(=O)Nc3cccc(-c4nc5ccccc5s4)c3)c2n(C)c1=O,-0.4,-6,-15,2,-25,-3,6,1.2,3
O=C(N/N=C/c1cn(-c2ccccc2)nc1-c1ccc(F)cc1)c1ccc2c(c1)OCO2,1.3,-2,-13,-4,-13,-1,12,0.4,1
Cc1csc(NC(=O)CN2CCCCCC2)n1,0.5,-5,-0.1,2,15,-1,11,-0.1,0
CN1CCN(c2ccc(NC(=O)c3ccc(C#N)cc3F)cc2Cl)CC1,0.7,-2,4.1,-3,-7,-1,1,2.7,8

# Following part.
SMILES,PERK inhibitor,Runt-SMMHC FRET,TNF death inh,RBBP9 inh,EP2 mod,Runt-CBFb FRET,PGE2 EP2 inh,L929 necroptosis,Hck-Nef inh
CC(=O)N1CCN(c2ccc(NCc3ccccc3)cc2)CC1,-0.2,2,-5.3,-5,-4,2,11,0.0,0
O=C(CCCC(=O)OCC(F)(F)C(F)F)Nc1ccc(NC(=O)CCCC(=O)OCC(F)(F)C(F)F)cc1,-0.1,-8,1.9,-6,-6,1,19,-0.1,4
Cc1ccc(-n2nc(-c3cccs3)cc2C(=O)NCC2CCCO2)c(C)c1 (stereo not drawn),-0.5,19,-1.6,0,48,-3,4,0.2,1
CN(C)S(=O)(=O)c1ccc(Cl)c(NC(=O)COC(=O)C2CSC3(C)CCC(=O)N23)c1 (stereo not drawn),1.4,1,2.6,0,-6,-2,6,0.7,3
Cc1ccc(OCC(=O)Nc2cccc(S(=O)(=O)N3CCOCC3)c2)c([N+](=O)[O-])n1,0.9,0,0.3,-3,-22,0,0,2.3,-2
O=C(O)Cc1ccc(NC(=S)NCc2ccco2)cc1,0.6,4,1.2,-6,9,7,6,1.6,3
Cc1cc(=O)[nH]c(-c2ccccc2O)n1,0.9,1,0.8,-9,2,-1,6,2.2,7
COc1ccc(CN(CC2CCCO2)C(=O)c2cc3ccccc3oc2=O)cc1 (stereo not drawn),-0.2,-1,0.6,-4,-5,0,2,-0.3,25
S=c1[nH]nc(-c2cccc(Cl)c2)n1Cc1ccccc1,0.4,6,0.3,-10,38,6,9,0.8,6
Cc1ccc2c(c1)N(CC(=O)NCC1CCCO1)C(=O)C(C)O2 (stereo not drawn),1.2,1,-2.3,-3,-1,0,4,0.1,-1
CC(=O)c1c(C)nc(Nc2nc3ccccc3s2)nc1C,0.8,-1,0.4,1,-7,1,5,0.0,14
CC1Cc2cc(/C=C3/SC(=S)N(C)C3=O)ccc2O1 (stereo not drawn),0.6,-9,0.9,-10,-27,-7,9,0.3,6
CCCC(=O)Nc1ccc(Cl)c(NC(=O)c2cccc(OC)c2)c1,2.2,2,1.9,-7,4,4,4,4.5,60*
O=C(Cn1cnc2c(nnn2-c2ccccc2)c1=O)N1CCCc2ccccc21,-0.7,-3,1.2,-8,-32,1,9,0.0,-3
O=C(Nc1ccc(F)c(F)c1)c1cc(S(=O)(=O)N2CCN(c3ccccn3)CC2)ccc1F,0.2,1,2.7,-7,-10,2,7,0.4,2
Cc1c(Cl)c([N+](=O)[O-])nn1CCCC(=O)Nc1cc(Oc2ccccc2)cc([N+](=O)[O-])c1,0.6,2,1.7,-1,-4,1,5,0.5,1
CC1CCN(c2ccc([N+](=O)[O-])c(SCCO)c2)CC1,0.4,-8,-0.5,-7,-10,4,9,0.6,24
COP(=O)(OC)c1nc(-c2ccccc2)oc1N1CCOCC1,-0.5,3,0.5,-7,12,-1,5,-0.1,2
COc1ccccc1N1CCN(C(=O)C2CCN(S(=O)(=O)c3ccc(F)cc3)CC2)CC1,nt,1,nt,nt,-10,-2,4,nt,nt
Cn1nnc2cc(C(=O)NC(C)(C)C)ccc21,0.5,5,0.9,0,2,-1,6,0.1,-1
CCOC(=O)N1CCN(C(=O)C2CCN(S(=O)(=O)c3ccccc3)CC2)CC1,-1.6,-1,0.0,2,-37,3,1,-0.9,3
Nn1c(-c2ccccc2)nc2ccccc2c1=O,0.1,6,2.1,5,22,3,4,3.7,18
Cn1c(/C(C#N)=N/O)nc2ccccc21,0.8,14,-1.1,-7,15,-1,15,-0.2,7
N#Cc1cc(-c2ccccc2)[nH]c1-c1nccc2ccccc12,-1.6,1,-7.2,-1,10,0,17,0.5,10
Cc1ccc(-c2cc(C(=O)Nc3cc(C(=O)O)ccc3C)c3ccccc3n2)cc1,2.2,0,0.5,-12,1,-1,5,0.6,9

# Later entries:
SMILES,PERK inhibitor,Runt-SMMHC FRET,TNF death inh,RBBP9 inh,EP2 mod,Runt-CBFb FRET,PGE2 EP2 inh,L929 necroptosis,Hck-Nef inh
CCO[C@@H]1OC(C(=O)N2CCN(C)CC2)=C[C@H](c2ccc(C(F)(F)F)cc2)[C@H]1CCCO,1.2,0,1.7,4,-4,-1,12,-0.3,5
O=c1c2ccccc2nc(SCc2ccc([N+](=O)[O-])cc2)n1-c1ccccc1,0.6,3,-6.9,-10,40,-1,3,-0.3,2
COc1ccccc1/C=N/N1C(=O)C(CC(=O)Nc2ccc([N+](=O)[O-])cc2OC)SC1=Nc1cccc(C)c1C (stereo not drawn),0.9,-9,-8.0,-8,-16,-1,7,0.3,19
CO/N=C/c1ccc(N2CCN(C(=O)c3cccc(Cl)c3)CC2)c([N+](=O)[O-])c1,0.5,-8,-8.8,-3,-24,-2,7,0.1,2
CCN(CC)c1ccc(C(=O)OCc2cc(=O)oc3cc(O)ccc23)cc1,0.2,119*,-2.4,-12,21,50*,12,0.1,18
COc1c(F)c(F)c(C(=O)Nc2c(C)cc(Br)cc2C)c(F)c1F,-1.1,-2,-0.5,-8,-2,2,5,0.9,17
Cc1nc(NC(=O)COC(=O)c2cc3c(s2)CCC(C)C3)c(Cl)cc1Cl (stereo not drawn),2.1,-1,0.7,2,39,-1,6,0.1,4
O=C(Nc1nnc(SCC(=O)N2CCCCC2)s1)c1cccs1,0.3,-5,0.3,-4,1&0,-1,4&11,0.9,0
O=C(Nc1cccc(Cl)c1)c1ccc(F)c(S(=O)(=O)NCc2ccc3c(c2)OCO3)c1,-0.5,12,1.7,-19,-44,-2,26,nt,-8
Cc1ccc(NC(=S)NCC2CCN(C(C)c3ccccc3)C2)cc1 (stereo not drawn),1.8,2,-2.1,-6,1,5,2,-1.6,-12
O=C1C2CC=CCC2C(=O)N1n1cnnc1 (stereo not drawn),0.8,1,0.4,-5,23,-2,8,1.2,23
Cc1c(C(=O)Nc2ccc(-n3cnnn3)cc2)oc2ccccc12,0.1,0,0.7,-8,35,0,11,-0.6,7
COC(=O)CN1C(=O)N/C(=C/c2cc(Cl)c(OC)c(OC)c2)C1=O,0.6,-2,0.8,2,-2,-4,14,6.1,19
NC(=S)Nc1ccc(F)cc1F,0.1,-1,0.3,-7,8,0,0,-0.5,-15

# Bioassay records: PubChem BioAssay, several laboratories
